Neddylation inh = cullin neddylation inhibition; P61081+Q13564; TR-FRET cullin neddylation, biochemical; calls only at 25 µM; 360,000 tested, 0.58% active; AID 651699; in the data active = inhibition above about 36%
Target sequence (P61081 whole entry, looked up): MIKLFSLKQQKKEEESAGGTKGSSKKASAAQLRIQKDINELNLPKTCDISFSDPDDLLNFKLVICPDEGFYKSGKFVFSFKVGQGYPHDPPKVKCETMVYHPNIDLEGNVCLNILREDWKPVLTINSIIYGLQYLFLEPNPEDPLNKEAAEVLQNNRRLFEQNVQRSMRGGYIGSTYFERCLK
Target sequence (Q13564 whole entry, looked up): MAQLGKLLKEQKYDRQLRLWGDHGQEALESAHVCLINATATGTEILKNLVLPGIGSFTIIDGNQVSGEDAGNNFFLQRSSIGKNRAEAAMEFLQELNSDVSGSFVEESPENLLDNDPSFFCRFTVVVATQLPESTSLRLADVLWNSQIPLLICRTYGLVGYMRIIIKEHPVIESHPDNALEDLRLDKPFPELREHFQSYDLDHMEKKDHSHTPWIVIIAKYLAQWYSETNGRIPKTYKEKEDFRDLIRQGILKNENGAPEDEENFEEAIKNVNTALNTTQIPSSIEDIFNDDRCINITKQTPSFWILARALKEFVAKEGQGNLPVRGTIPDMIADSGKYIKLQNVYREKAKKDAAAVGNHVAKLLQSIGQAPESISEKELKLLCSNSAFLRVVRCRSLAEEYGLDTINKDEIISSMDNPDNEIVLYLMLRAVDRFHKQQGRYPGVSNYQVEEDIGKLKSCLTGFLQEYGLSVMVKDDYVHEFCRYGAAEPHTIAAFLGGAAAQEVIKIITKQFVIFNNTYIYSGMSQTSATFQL
NadD inh = inhibitors of Staphylococcus aureus NadD; purified NadD enzyme, colorimetric absorbance read-out; inhibition, % at 20 µM; 360,000 tested, 0.78% active; AID 602399; in the data active = inhibition above about 26%; note: some compounds past the cut are filed as inactive
Scp1 inh = blocks human Scp-1 phosphatase activity; Recombinant Scp1, phosphopeptide, malachite green phosphate absorbance; 340,000 tested, 0.88% active; inhibition, % at 20 µM; Q9GZU7;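 active = inhibition above about 50% at 20 µM, limit read from the data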;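 note: plate controls were DMSO wells with enzyme for no effect and wells lacking enzyme for full effect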
Target sequence (Q9GZU7 76-261 limits assumed): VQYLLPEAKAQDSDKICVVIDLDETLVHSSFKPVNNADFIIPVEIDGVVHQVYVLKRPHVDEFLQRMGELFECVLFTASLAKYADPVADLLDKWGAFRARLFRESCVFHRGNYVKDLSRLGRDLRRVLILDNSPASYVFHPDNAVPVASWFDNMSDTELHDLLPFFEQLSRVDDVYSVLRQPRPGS
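Test system: SCP-1 phosphatase catalytic domain, residues 76-261; measured by: colorimetric phosphate reagent with accelerator and stabiliser, absorbance at 630 nm; timing: enzyme reaction 45 min at room temperature, colour 5 min, stabilisation 30 min; also added: Phosphorylated 17-residue peptide substrate; compound dosing: one concentration, 20 µM, with 1.0% DMSO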
STEP inh = blocks human striatal-enriched tyrosine phosphatase; P54829; recombinant STEP, OMFP fluorogenic substrate, fluorescence; inhibition, % at 20 µM; 360,000 tested, 0.25% active;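 active = inhibition at 20 µM, scaled per plate between control wells, above about 37%, limit read from the data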;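 note: 0% = DMSO with enzyme and substrate and 100% = substrate only without enzyme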
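medium = Bis-Tris buffer pH 6.0, 2.5 mM DTT, 0.005% Tween 20 | test system = STEP (striatal-enriched tyrosine phosphatase) enzyme, cell-free | measure = normalized % inhibition | compound dosing = 20 µM, 1% DMSO | also added = 25 µM OMFP | schedule = reaction 20 min, ambient temperature | measured by = fluorescence read at 480 nm ex / 540 nm em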
NRP1-CendR mod = modulators of CendR peptide binding to human neuropilin-1; O14786; FAM-RPARPAR peptide binding to NRP-1, fluorescence polarization; inhibition, % at 25 µM; 360,000 tested, 0.85% active; AID 602438;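 active = inhibition or corrected inhibition above about 18%, plus a signal ratio from 0.5 to 1.5, limit read from the data, passing the limit was not always enough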; note: strong numbers were not always called active
Tb MetRS inh = Trypanosoma brucei MetRS inhibition; purified T. brucei MetRS, ATP depletion, Kinase-Glo luminescence; inhibition, % at 11.9 µM; 360,000 tested, 0.4% active; AID 624268;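 active = inhibition above a per-plate cutoff of the control wells' mean inhibition plus 3 SD, cut at about 5.5% in these data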;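 note: 0% = DMSO wells median and 100% = median of wells with control inhibitor compound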
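System: purified T. brucei MetRS enzyme / Detection: Kinase-Glo luciferase luminescence reporting remaining unconsumed ATP / Medium: HEPES buffer with MgCl2, KCl, DTT, spermine, BSA, pyrophosphatase / Replication: singlicate, one well per compound / Evaluation: percent inhibition relative to median high and low control wells / Schedule: 2 h aminoacylation at 25 °C after 15 min preincubation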
SKN-1 inh = inhibitors of C. elegans SKN-1; C. elegans VP596 Pgst-4::GFP/RFP ratio, acrylamide-induced, 24 h; inhibition, % at 21.8 µM; 360,000 tested, 0.49% active; AID 624304;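 active = interference check ratio from 0.5 to 1.5 plus GFP to RFP signal ratio inhibition reaching or exceeding a fixed threshold, cut at about 30% in these data, passing the limit was not always enough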; note: some compounds called inactive have numbers as strong as hits
SUMO1-SIM PPI = alters human SUMO1 binding to SIM partners; P63165; SUMO1 binding to a labelled peptide, TR-FRET, 1 h; inhibition, % at 20 µM; 360,000 tested, 0.33% active; AID 602429; in the data active = inhibition above about 37%
Target sequence (P63165 whole entry, looked up): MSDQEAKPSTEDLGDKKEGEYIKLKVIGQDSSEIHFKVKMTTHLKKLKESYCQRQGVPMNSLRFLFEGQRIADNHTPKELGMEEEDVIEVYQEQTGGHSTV
LMPTP inh = LMPTP (human) inhibition. P24666. recombinant LMPTP-A, OMFP fluorogenic substrate, fluorescence intensity. inhibition, % at 20 µM. 360,000 tested, 0.22% active. AID 651560;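 active = compounds that cut the enzyme signal by at least half of the control window in the single-dose screen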;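 note: plate controls were DMSO wells with enzyme plus substrate for no effect and substrate without enzyme for full effect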
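Test system: LMPTP-A phosphatase enzyme; input: 0.625 nM LMPTP-A final; reagent: OMFP substrate, 400 µM final; compound dosing: 20 µM single dose, 3% DMSO; incubation: 50 min dark incubation at room temperature; measured by: endpoint fluorescence intensity from OMFP dephosphorylation; measure: % inhibition relative to no-enzyme and uninhibited control wells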
DNMT1 inh = DNMT1 (human) enzyme inhibition | AID 588458 | 360,000 tested, 0.83% active | inhibition (reported as % activation of signal), % at 10 µM | DNMT1 molecular beacon, Hinp1I cleavage, fluorescence; in the data active = inhibition above about 50%
* marks the source's active call; other numbers are inactive results; i = inactive; / = no result given.

(1) CC(C)(C)c1ccc(C(=O)OCC(=O)N2CCC(c3ccccc3)=N2)cc1
(2) Cn1cc(C(=O)c2ccc(Cl)cc2Cl)cc1C(=O)N/N=C(\N)COc1ccc(F)cc1
(3) NNC(=O)C1CC1(c1ccccc1)c1ccccc1 (stereo unspecified)
(4) Cc1[nH]n(-c2ccccc2)c(=O)c1C(=O)Nc1ccccc1
(5) Cc1ccc(C)c(Nc2nc(-c3cccnc3)cs2)c1
(6) Cc1cccc(C)c1NC(=O)c1cccnc1
(7) FC(F)(F)c1ccc2c(c1)C1C=CCC1C(c1ccncc1)N2 (stereo unspecified)
(8) COC(=O)C(C)Sc1nc2c(cnn2-c2ccc(Cl)cc2)c(=O)[nH]1 (stereo unspecified)
(9) Cc1ccc(S(=O)(=O)N(C)C)cc1NC(=S)NNC(=O)C1CC1
(10) O=C1[C@H]2[C@@H](C(=O)N1c1cccc3ccccc13)C1(C(=O)c3ccccc3C1=O)N1CCC[C@@H]21

assay / compound	1	2	3	4	5	6	7	8	9	10
Neddylation inh	i	i	i	i	i	i	i	i	i	i
NadD inh	-2	9	2	-6	0	-5	4	4	-4	1
Scp1 inh	-7	6	-9	-6	-9	2	1	-2	0	-6
STEP inh	1	-1	0	-3	0	0	-2	-3	0	-2
NRP1-CendR mod	5	19	-11	-4	10	10	-36	4	2	-37
Tb MetRS inh	-0.6	-0.4	-0.1	0.3	-0.1	-0.9	-0.1	-1.1	-0.5	-0.2
SKN-1 inh	9	-6	10	15	3	-9	13	5	1	0
SUMO1-SIM PPI	-4	2	3	-8	-5	5	3	2	-1	-2
LMPTP inh	2.4	-1.4	-0.5	-0.8	-0.2	-0.2	0.5	-1.4	-0.5	-0.6
DNMT1 inh	-5	-2	1	3	-3	3	-23	6	6	-7

Gathered by group, those above containing a halogen (3)
(2) Cn1cc(C(=O)c2ccc(Cl)cc2Cl)cc1C(=O)N/N=C(\N)COc1ccc(F)cc1
(7) FC(F)(F)c1ccc2c(c1)C1C=CCC1C(c1ccncc1)N2 (stereo unspecified)
(8) COC(=O)C(C)Sc1nc2c(cnn2-c2ccc(Cl)cc2)c(=O)[nH]1 (stereo unspecified)

assay / compound	2	7	8
Neddylation inh	i	i	i
NadD inh	9	4	4
Scp1 inh	6	1	-2
STEP inh	-1	-2	-3
NRP1-CendR mod	19	-36	4
Tb MetRS inh	-0.4	-0.1	-1.1
SKN-1 inh	-6	13	5
SUMO1-SIM PPI	2	3	2
LMPTP inh	-1.4	0.5	-1.4
DNMT1 inh	-2	-23	6

Later entries.
(11) O=C(O)c1ccc(N2CCCS2(=O)=O)cc1
(12) Cc1cccc(N(C(=O)CCC(=O)Nc2cc(C)on2)C(C(=O)NC2CCCC2)c2cccnc2)c1 (stereo unspecified)
(13) CCN(C[C@H]1N[C@@](Cc2ccccc2)(C(=O)OC)[C@H]2C(=O)N(C)C(=O)[C@@H]12)C(=O)Nc1ccccc1
(14) COc1ccc(/C(N)=N/O)c(OC)c1
(15) CCSc1nnc(NC(=O)C2C3C=CC(C3)C2C(=O)O)s1 (stereo unspecified)
(16) Cc1nnc(Sc2cc(C(=O)NCCCN(C)Cc3ccccc3)c3ccccc3n2)s1
(17) Cc1cc2cc(CNC(=O)c3ccc(S(=O)(=O)N4CCCCC4)cc3)ccc2n1C
(18) C=CCn1c(SCC(=O)N2CCCC2=O)nc2sc(CC)cc2c1=O
(19) N#C/C(=C\c1cc([N+](=O)[O-])c(N2CCOCC2)cc1N1CCOCC1)c1nc2ccccc2[nH]1
(20) Cc1cccc(NC(=O)CCSc2ccccc2)c1C

assay / compound	11	12	13	14	15	16	17	18	19	20
Neddylation inh	i	i	i	i	i	i	i	i	i	i
NadD inh	0	10	-2	-3	-4	-5	18	-1	15	-1
Scp1 inh	-5	-1	-8	12	18	-5	-12	-7	-2	7
STEP inh	2	-1	-2	-2	0	-1	0	-2	5	-1
NRP1-CendR mod	4	3	-10	1	0	-9	14	-6	-8	2
Tb MetRS inh	-0.8	0.0	-0.7	-1.1	-1.0	0.2	-0.3	-0.3	4.9	-1.0
SKN-1 inh	-1	-4	-6	3	-7	4	62*	4	-18	5
SUMO1-SIM PPI	3	1	-2	0	-1	-7	-12	0	-22	1
LMPTP inh	-1.0	0.6	0.7	-1.2	2.2	-0.4	9.2	-0.3	0.6	0.4
DNMT1 inh	0	-1	0	6	5	3	36	1	39	0

(21) Nc1ccccc1Nc1cc(-c2cccc(Cl)c2)nn1-c1ccccc1
(22) COCc1ccc(C(=O)N2CCCC(Nc3ccc(C(C)C)cc3)C2)s1 (stereo unspecified)
(23) CCOc1ccccc1N1CCN(C(=O)NCc2ccc(Cl)cc2)CC1
(24) CCOc1ccc(NC(=O)c2ccccc2O)cc1
(25) c1ccc2c(-c3nn[nH]n3)cccc2c1
(26) O=C(COC(=O)c1ccc(F)cc1F)Nc1ncccn1
(27) CC1(C)CC(=O)C=C(c2cc3ccccc3s2)C1
(28) Cc1ccc(C)c(NC(=O)CSc2nnc(CCNC(=O)OC(C)(C)C)o2)c1
(29) COc1ccc(OCC(=O)Nc2ccccc2N2CCCCC2)cc1
(30) Cc1cccc(-c2cnc3cccnn23)c1

assay / compound	21	22	23	24	25	26	27	28	29	30
Neddylation inh	i	i	i	i	i	i	i	i	i	/
NadD inh	6	-4	-2	-11	-6	-3	0	0	19	-5
Scp1 inh	4	-8	-1	-12	-7	87*	-11	7	-7	/
STEP inh	4	0	-2	5	0	0	2	-1	-1	1
NRP1-CendR mod	-11	7	-8	-39	1	4	-7	2	-3	0
Tb MetRS inh	0.6	-0.4	-0.7	-0.4	0.1	0.1	0.2	-1.5	-0.1	0.2
SKN-1 inh	32	0	-10	17	1	11	2	-19	19	-10
SUMO1-SIM PPI	1	4	2	-2	-3	25	-13	0	7	-9
LMPTP inh	3.6	1.9	0.4	-0.4	-1.5	-1.4	0.9	-0.3	3.9	-0.6
DNMT1 inh	-29	1	-2	1	-1	67*	2	-2	3	4

(31) O=C(NC(=S)NCCN1CCOCC1)c1ccccc1
(32) O=C(CC(c1ccccc1)c1cc(Br)ccc1O)N1CCCC1 (stereo unspecified)
(33) Cc1cccc(N2C(=O)CC(Sc3ccccc3C(=O)O)C2=O)c1 (stereo unspecified)
(34) CCc1noc(C)c1C(=O)Nc1ccc(C#N)cc1
(35) CCOC(=O)[C@@H]1[C@H]2COc3ccccc3[C@@H]2N2C(=O)N(c3cccc(Cl)c3)C(=O)[C@@]12C
(36) COc1ccc(C(=O)Cn2c(NCCO)nc3ccccc32)cc1OC
(37) COC(=O)c1c(NC(=O)CN2C(=O)NC3(CCC(C)CC3)C2=O)sc2c1CCC2 (stereo unspecified)
(38) Clc1cc(-c2ccc(/C=N/n3cnnc3)o2)ccc1Br
(39) Cc1cc(C)cc(C(=O)OCC(=O)NCCNC(=O)COC(=O)c2cc(C)cc(C)c2)c1
(40) COc1ccccc1N1C(=O)CC(Sc2nccc(C)n2)C1=O (stereo unspecified)

assay / compound	31	32	33	34	35	36	37	38	39	40
Neddylation inh	i	i	i	i	i	i	i	i	i	i
NadD inh	1	-7	-3	-2	-9	-2	7	6	2	10
Scp1 inh	6	-1	-3	9	-15	-3	20	-8	-8	6
STEP inh	1	-5	-3	1	2	1	-1	1	1	0
NRP1-CendR mod	-6	0	11	-2	3	-3	-2	-17	6	-1
Tb MetRS inh	-0.9	-0.9	1.0	-0.4	-0.4	0.0	-0.6	-0.3	0.2	-0.4
SKN-1 inh	-1	0	7	5	4	7	-7	11	2	-14
SUMO1-SIM PPI	-2	6	4	-2	2	-3	0	-8	1	1
LMPTP inh	-1.0	0.3	-0.7	-1.1	-0.3	12	2.5	2.6	1.4	1.0
DNMT1 inh	-3	0	-1	2	-2	1	6	-5	1	3

Quoted at random: 3 entries already listed, in no set order.
(31) O=C(NC(=S)NCCN1CCOCC1)c1ccccc1
(36) COc1ccc(C(=O)Cn2c(NCCO)nc3ccccc32)cc1OC
(34) CCc1noc(C)c1C(=O)Nc1ccc(C#N)cc1

assay / compound	31	36	34
Neddylation inh	i	i	i
NadD inh	1	-2	-2
Scp1 inh	6	-3	9
STEP inh	1	1	1
NRP1-CendR mod	-6	-3	-2
Tb MetRS inh	-0.9	0.0	-0.4
SKN-1 inh	-1	7	5
SUMO1-SIM PPI	-2	-3	-2
LMPTP inh	-1.0	12	-1.1
DNMT1 inh	-3	1	2

(list continues)
(41) CC(C)Sc1nc2ccccc2n1CC(N)=O
(42) COc1ccc(CCNC(=O)CCc2ccccc2)cc1OC
(43) CC1CCC2(CC1)Nc1ccccc1C(=O)N2c1ccccc1 (stereo unspecified)
(44) COc1ccc(C(=O)NCCCOC(=O)c2ccc(OC)cc2)cc1
(45) COCCn1c(N)c(N(Cc2ccccc2)C(=O)CN2C(=O)NC(C)(c3ccccc3)C2=O)c(=O)[nH]c1=O (stereo unspecified)
(46) COc1ccccc1C1c2[nH]c3ccccc3c2CCN1Cc1cnc(C)s1 (stereo unspecified)
(47) O=C(NCc1ccc(F)cc1)C1(c2cccs2)CCOCC1
(48) COc1ccc(CC(NC(C)=O)C(=O)NC2CCN(C(=O)Nc3ccc(Cl)cc3)CC2)cc1OC (stereo unspecified)
(49) COc1ccc(NC(=S)N/C(=N/S(=O)(=O)c2ccc(C)cc2)c2ccccc2)cc1
(50) O=C(Cc1ccccc1)Nc1nnc(-c2cccs2)s1
(51) O=C(CN1CCC(c2nc3ccccc3[nH]2)CC1)Nc1ccc2c(c1)OCO2
(52) Cc1ccc(C(=O)N/N=C2\SCC(=O)N2c2cc(C)ccc2C)cc1

assay / compound	41	42	43	44	45	46	47	48	49	50	51	52
Neddylation inh	i	i	/	i	i	/	i	i	i	i	i	i
NadD inh	2	-5	-4	-5	-1	1	-1	-3	-3	7	-5	-8
Scp1 inh	-4	2	-5	-7	-14	-5	0	-3	7	-7	-1	-2
STEP inh	-1	-1	0	1	-2	-1	-3	0	0	-3	0	0
NRP1-CendR mod	-4	2	11	0	10	8	-3	3	-7	-5	3	1
Tb MetRS inh	-0.8	0.7	-0.1	-0.3	-0.2	-0.4	-0.6	-0.5	0.1	-0.6	0.6	0.1
SKN-1 inh	9	3	11	10	-7	14	16	-6	-2	1	-4	18
SUMO1-SIM PPI	2	-1	5	2	-2	-3	-5	-3	3	22	0	-1
LMPTP inh	-2.0	-0.4	-0.4	-0.8	-0.5	2.6	-3.2	-1.1	-0.8	-1.1	-0.4	-2.5
DNMT1 inh	1	-2	14	1	3	-3	0	5	-4	12	-4	10
